Assay outcomes (PubChem BioAssay)
IL1B NFkB inh – blocks IL-1B driven NFkB nuclear translocation in HUVEC cells; HUVEC IL-1B NFkB p65 nuclear translocation imaging; inhibition, % at 2 µM; 0.43% of 94,000 active; AID 796;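 active = inhibition above about 30% together with a positive call from visual inspection of the well image, limit read from the data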;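 note: nuclear over cytoplasmic p65 intensity ratio measured by imaging; 0% = IL-1B stimulated DMSO wells and 100% = unstimulated DMSO wells; values of inactives mirror those of a sister screen read the other way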
MRP reversal – compounds reversing MRP-mediated drug resistance; 0.04% of 85,000 active; H69AR cells + 2 uM doxorubicin, CellTiter-Glo, 72 h; AID 602; differential viability (reversal), % at 10 µM;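 active = viability drop by adding the cancer drug above about 55%, with treated viability meeting a 40% cutoff, limit read from the data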;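 note: viability without doxorubicin minus viability with 2 µM doxorubicin for each compound; larger differential means the compound sensitizes cells more to doxorubicin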
NFkB transloc pot – enhances IL-1B driven NFkB nuclear translocation; HUVEC IL-1B NFkB p65 nuclear translocation imaging; activation, % at 2 µM; 0.3% of 94,000 active;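 active = activation above 40%, about the mean plus 3 SD, also judged a hit on visual image review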;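 note: percent activation is computed from the nuclear over cytoplasmic p65 intensity ratio; values of inactives mirror those of a sister screen read the other way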
Bcl-B TR3 displacers – displacers of TR3 peptide from Bcl-B, primary screen, selectivity assay for Bfl-1 inhibitor project, biochemical, fluorescence polarization | FP displacement of FITC-TR3 peptide from Bcl-B; higher % means a stronger effect | one-dose displacement, % at 20 µM; IC50 in µM for titrated hits | 0.11% of 96,000 active;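 active = displacement above 50% at 20 µM plus a fluorescence interference ratio under 1.5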;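 note: plate controls were wells without compound for no effect and wells lacking Bcl-B protein for full effect; a part of the inactive calls stands beside numbers as strong as those of hits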
PLAP inhibition – inhibition of human placental alkaline phosphatase – biochemical, luminescence, HTS (AID 690); purified PLAP, luminescent substrate; higher % means a stronger effect; one-dose inhibition, % at 20 µM; IC50 in µM for titrated hits; 0.08% of 96,000 active; in the data active = a potency from the dose series; inactive = the rest, 99 in 100 with inhibition below about 30%; note: strong numbers were not always called active
MRP reversal cytotoxicity – recorded beside MRP reversal, whose call it bears; viability, %; H69AR cells, CellTiter-Glo, 72 h; measured here: cytotoxicity without doxorubicin
MRP reversal with doxorubicin – second read-out of MRP reversal, no call of its own (marks repeat the call); viability, %; measured here: viability with 2 uM doxorubicin; active compounds read low
IL1B NFkB inh cell count 2 µM – also measured in IL1B NFkB inh; calls as there; cell count; measured here: cells passing quality filter;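 raw number of nuclei counted in each imaged well without normalization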
NFkB transloc pot cell count 2 µM – also measured in NFkB transloc pot; calls as there; cell count; measured here: cells passing quality filter
Active calls of the source: *; . = not tested or not shown. A portion of the library; count on the stated rates, not on these rows.

Sample of the layout:
nr	structure	IL1B NFkB inh	IL1B NFkB inh cell count 2 µM	MRP reversal	MRP reversal cytotoxicity	MRP reversal with doxorubicin
1	Cc1ccc(-c2nc(N/N=C/c3ccncc3)c3ccccc3n2)cc1	.	.	-24	49	73
2	COc1ccc(NC(=S)NCCc2c[nH]c3ccc(OC)cc23)c(OC)c1	4	148	.	.	.
3	COc1cccc(C(=O)N(CN2CCCC2=O)c2cccc(Cl)c2)c1	-18	120	14	86	72
4	Cc1ccc(/C([O-])=C(/C(=S)NCc2ccco2)[n+]2ccccc2)cc1	3	153	.	.	.

nr	NFkB transloc pot	NFkB transloc pot cell count 2 µM	Bcl-B TR3 displacers	PLAP inhibition
1	.	.	-51%	-24%
2	-4	148	2%	13%
3	18	120	0%	4%
4	-3	153	49%	-23%

This part in full (from the top)
nr	structure	IL1B NFkB inh	IL1B NFkB inh cell count 2 µM	MRP reversal	MRP reversal cytotoxicity	MRP reversal with doxorubicin
1	Cc1ccc(-c2nc(N/N=C/c3ccncc3)c3ccccc3n2)cc1	.	.	-24	49	73
2	COc1ccc(NC(=S)NCCc2c[nH]c3ccc(OC)cc23)c(OC)c1	4	148	.	.	.
3	COc1cccc(C(=O)N(CN2CCCC2=O)c2cccc(Cl)c2)c1	-18	120	14	86	72
4	Cc1ccc(/C([O-])=C(/C(=S)NCc2ccco2)[n+]2ccccc2)cc1	3	153	.	.	.
5	CN(C)c1ccc(CN2CCCCCC2)cc1	.	.	-9	88	97
6	CC(C)CC(NC(=O)C1CCC(C)CC1)C(=O)Nc1ccccn1 (configuration not stated)	.	.	0	89	89
7	O=C1CCc2cc(S(=O)(=O)NC(Cc3ccccc3)C(=O)NC3CCCC3)ccc2N1 (configuration not stated)	-11	163	0	98	98
8	COc1ccc(-c2nnn(CCc3nn[nH]n3)n2)cc1OC	4	110	-8	90	99
9	NS(=O)(=O)c1ccc(NC(=O)NC2CCCCC2)cc1	-8	174	.	.	.
10	CC1=Nn2c(nnc2-c2ccccc2Cl)SC1	14	97	.	.	.

nr	NFkB transloc pot	NFkB transloc pot cell count 2 µM	Bcl-B TR3 displacers	PLAP inhibition
1	.	.	-51%	-24%
2	-4	148	2%	13%
3	18	120	0%	4%
4	-3	153	49%	-23%
5	.	.	25%	18%
6	.	.	-2%	-9%
7	11	163	-3%	17%
8	-4	110	-6%	-10%
9	8	174	2%	15%
10	-14	97	-6%	7%

(list continues)
nr	structure	IL1B NFkB inh	IL1B NFkB inh cell count 2 µM	MRP reversal	MRP reversal cytotoxicity	MRP reversal with doxorubicin
11	C/C(Cl)=C/CSc1nc2c(c(=O)[nH]c(=O)n2C)n1C(C)C	0	84	14	95	81
12	COCCN(C(=O)Cn1nnc2ccccc21)C(C(=O)NC1CCCC1)c1ccc(OC)cc1OC (configuration not stated)	-1	170	8	87	79
13	O=C(O)C(CCCCN1C(=O)C2C3C=CC(C3)C2C1=O)N1C(=O)C2C3C=CC(C3)C2C1=O (configuration not stated)	-4	125	-11	96	107
14	O=C1COc2ccc(C(=O)CSc3nnc(-c4cccs4)n3Cc3ccccc3)cc2N1	4	207	-1	64	65
15	CCc1ccc(S(=O)(=O)NC(CC(=O)O)c2ccccc2)cc1 (configuration not stated)	-4	92	.	.	.
16	O=C(Nc1ccc(N2CCOCC2)c(Cl)c1)c1cc(F)c(F)cc1Cl	-25	166	-7	72	79
17	CCOC(=O)C1CCN(C(=O)CN(c2cccc(OC)c2)S(=O)(=O)c2ccccc2)CC1	-30	175	1	98	96
18	COc1ccc(-c2nc(CS(=O)CC(=O)NCc3ccco3)c(C)o2)cc1 (configuration not stated)	5	192	12	86	74
19	COc1cc(Cn2cnnn2)ccc1O	0	90	2	93	91
20	Cc1cc(C)n2nc3nc(N4CCCC4)nc(-c4ccccc4)c3c2n1	.	.	-50	41	90

nr	NFkB transloc pot	NFkB transloc pot cell count 2 µM	Bcl-B TR3 displacers	PLAP inhibition
11	1	84	11%	6%
12	1	170	.	.
13	4	125	0%	-12%
14	-4	207	-20%	-65%
15	4	92	6%	-20%
16	25	166	8%	25%
17	30	175	-7%	-56%
18	-5	192	2%	-28%
19	0	90	0%	6%
20	.	.	1%	-52%

Carrying on.
nr	structure	IL1B NFkB inh	IL1B NFkB inh cell count 2 µM	MRP reversal	MRP reversal cytotoxicity	MRP reversal with doxorubicin
21	Cc1ccc(NC(=O)CN(C)S(=O)(=O)c2cccc3nsnc23)cc1C	3	128	6	90	84
22	O=C(NCCCN1CCOCC1)c1cc2ccccc2o1	-14	147	.	.	.
23	O=C(Nc1ccccc1)NC1CCN(Cc2nnnn2C2CCCCC2)CC1	5	91	11	102	91
24	Cc1ccccc1CSc1nnc(-c2cccnc2)n1N	10	102	0	94	94
25	COc1ccc(N2C(=O)CC2(/C=C/c2ccccc2OC)C(=O)NC2CCCC2)cc1 (configuration not stated)	-27	156	-14	54	68
26	CCCn1c(CCC(=O)O)ccc1-c1ccc(F)cc1	-20	144	6	93	87
27	O=C1NCCCC1C(=O)N1CCN(C(c2ccccc2)c2ccccc2)CC1 (configuration not stated)	.	.	3	87	84
28	c1ccc(CCNc2nc3ccccc3n3nnnc23)cc1	.	.	-16	51	67
29	O=C(O)c1cccnc1NC1CCCC1	-1	199	13	102	89
30	CCN1CCN(c2ncc3c(n2)CC(c2cc(OC)c(OC)c(OC)c2)CC3=O)CC1 (configuration not stated)	-6	114	-38	17	56

nr	NFkB transloc pot	NFkB transloc pot cell count 2 µM	Bcl-B TR3 displacers	PLAP inhibition
21	-3	128	-21%	0%
22	14	147	-3%	2%
23	-5	91	-1%	-49%
24	-10	102	-10%	26%
25	27	156	.	.
26	20	144	-9%	-4%
27	.	.	4%	-61%
28	.	.	-18%	11%
29	1	199	-6%	14%
30	6	114	-6%	-49%

Results in MRP reversal cytotoxicity, for some of the entries so far:
# | Compound | MRP reversal cytotoxicity
21 | Cc1ccc(NC(=O)CN(C)S(=O)(=O)c2cccc3nsnc23)cc1C | 90
25 | COc1ccc(N2C(=O)CC2(/C=C/c2ccccc2OC)C(=O)NC2CCCC2)cc1 (configuration not stated) | 54

(next part)
nr	structure	IL1B NFkB inh	IL1B NFkB inh cell count 2 µM	MRP reversal	MRP reversal cytotoxicity	MRP reversal with doxorubicin
31	CCOC(=O)Cn1c(C)c(C#N)c2ccccc21	3	164	-21	93	113
32	COC(=O)c1ccccc1NC(=O)c1ccccc1OC	12	130	6	76	70
33	O=C(NC1CCCCC1)C(c1ccc(O)cc1)N(CC1CCCO1)C(=O)C1COc2ccccc2O1 (configuration not stated)	-15	195	-14	71	85
34	O=C(Cc1ccc(Br)cc1)c1ccc(O)cc1O	1	93	.	.	.
35	O=C(CCc1ccccc1)NC(NC(=S)Nc1cccc(Cl)c1)C(Cl)(Cl)Cl (configuration not stated)	-11	102	-3	94	97
36	CCN(CC)S(=O)(=O)c1ccc2oc(C(=O)NCc3ccc(C)cc3)c(C)c2c1	-4	50	-42	38	80
37	CC1Cc2cc(C3(O)C(=O)c4ccccc4C3=O)ccc2N1 (configuration not stated)	-32	183	17	108	91
38	CC(C)C(NC(=O)c1ccc(C(C)(C)C)cc1)C(=O)NC1=NCCS1 (configuration not stated)	-3	144	4	75	71
39	CCN1CCCC1CNC(=O)c1ccc(N2CCCC2=O)cc1 (configuration not stated)	-18	107	4	90	86
40	COc1ccc(-n2nc3cc(C)c(NC(=O)C(C)C)cc3n2)cc1	-26	125	-3	94	98

nr	NFkB transloc pot	NFkB transloc pot cell count 2 µM	Bcl-B TR3 displacers	PLAP inhibition
31	-3	164	1%	-14%
32	-12	130	-7%	23%
33	15	195	-7%	-63%
34	-1	93	-5%	-15%
35	11	102	.	.
36	3	50	0%	-61%
37	32	183	-3%	-13%
38	3	144	2%	-38%
39	18	107	14%	1%
40	25	125	-7%	18%

Additional entries:
nr	structure	IL1B NFkB inh	IL1B NFkB inh cell count 2 µM	MRP reversal	MRP reversal cytotoxicity	MRP reversal with doxorubicin
41	O=C(Nc1ccc2c(c1)OCO2)c1nn(-c2ccccc2)c(=O)c2ccccc12	4	155	14	88	75
42	COc1cccc(-c2cc(C(=O)NCCc3ccccc3)no2)c1	-7	168	5	87	82
43	CCCCNC1CCS(=O)(=O)C1 (configuration not stated)	.	.	-3	88	92
44	O=C(NCC1CCN(c2ccc(S(=O)(=O)N3CCOCC3)cc2)CC1)c1ccc(Cl)cc1	.	.	10	35	25
45	COc1cccc(CNC(=O)C2(C)Oc3ccccc3NC2=O)c1 (configuration not stated)	-4	102	-2	87	89
46	Cn1nnc2cc(C(=O)N3CCCCCC3)ccc21	-23	135	24	96	72
47	CSc1nc2ccc(S(=O)(=O)N3CCc4ccccc43)cc2s1	-2	155	-20	64	85
48	COc1ccc(C2C(C(C)=O)=C(O)C(=O)N2c2cccnc2)c(OC)c1 (configuration not stated)	-2	200	6	97	91
49	Cc1cc2ncn(C(=O)N3CCOCC3)c2cc1C	-25	145	-8	79	87
50	CC1CCc2nc(NC(=O)CCSc3ccccc3)sc2C1 (configuration not stated)	7	183	-10	74	85

nr	NFkB transloc pot	NFkB transloc pot cell count 2 µM	Bcl-B TR3 displacers	PLAP inhibition
41	-4	155	-5%	18%
42	7	168	-3%	8%
43	.	.	-8%	-2%
44	.	.	-13%	-64%
45	4	102	-5%	16%
46	23	135	.	.
47	2	155	-14%	17%
48	2	200	4%	14%
49	25	145	-9%	2%
50	-7	183	1%	-8%

Continued.
nr	structure	IL1B NFkB inh	IL1B NFkB inh cell count 2 µM	MRP reversal	MRP reversal cytotoxicity	MRP reversal with doxorubicin
51	O=C1COc2ccccc2CN1	8	114	-18	76	94
52	CCN(CC)S(=O)(=O)c1cc(C(=O)Nc2ccncc2)ccc1Cl	-6	52	-7	76	83
53	CCOC(=O)CN1C(=O)C(CC)Oc2ccc(Cl)cc21 (configuration not stated)	5	114	.	.	.
54	O=C(NCc1ccc2[nH]c3c(c2c1)CCCC3)N1CCOCC1	9	188	-3	94	97
55	Cc1ccc(C(NC(=O)N2CCOCC2)=C(Cl)Cl)cc1F	20	138	-1	9	10
56	Cc1ccc(S(=O)(=O)/N=C(\CN2CCOCC2)N2CCCC2)cc1	-4	88	-3	91	94
57	CCN(C(=O)c1cc2cc(OC)ccc2oc1=O)c1cccc(C)c1	7	201	8	96	88
58	CN(CCOc1ccc(-c2ccn(S(=O)(=O)c3ccc(Cl)cc3)n2)cc1)c1ccccn1	2	140	.	.	.
59	CN1C(=O)CC(N2CCN(c3ccccc3)CC2)C1=O (configuration not stated)	-7	113	2	89	87
60	CC(C)CN1C(=S)SC(C)(C)C1n1oc(=O)n(-c2ccc(Cl)cc2)c1=O (configuration not stated)	-9	174	27	96	69

nr	NFkB transloc pot	NFkB transloc pot cell count 2 µM	Bcl-B TR3 displacers	PLAP inhibition
51	-8	114	-4%	0%
52	6	52	-9%	-2%
53	-5	114	-2%	3%
54	-9	188	33%	-37%
55	-20	138	1%	-1%
56	3	88	-12%	16%
57	-7	201	-4%	-13%
58	-2	140	1%	-10%
59	7	113	.	.
60	9	174	-3%	24%

Going on with the list:
nr	structure	IL1B NFkB inh	IL1B NFkB inh cell count 2 µM	MRP reversal	MRP reversal cytotoxicity	MRP reversal with doxorubicin
61	O=C(CCCCn1c(=O)c2ccccc2n(CC(=O)NC2CCCC2)c1=O)NC1CCCC1	3	141	.	.	.
62	COc1ccc(CN(Cc2ccc(OC)cc2)S(=O)(=O)c2ccc(-n3cnnn3)c(C)c2)cc1	-18	124	38	82	45
63	CCC1Oc2ccc(C)cc2N(CC(=O)N(Cc2ccc(C)o2)C2CCCC2)C1=O (configuration not stated)	10	116	-7	50	57
64	Cc1cccnc1NC(=O)C(C)Oc1ccccc1 (configuration not stated)	-26	31	14	108	94
65	Clc1cc2nc3ccccn3c2cc1Cl	-4	137	-14	81	94
66	O=C(c1cnn2c(C(F)F)cc(-c3ccccc3)nc12)N1CCSCC1	2	64	4	78	73

nr	NFkB transloc pot	NFkB transloc pot cell count 2 µM	Bcl-B TR3 displacers	PLAP inhibition
61	-3	141	0%	-26%
62	18	124	.	.
63	-10	116	.	.
64	26	31	0%	-1%
65	4	137	-3%	2%
66	-2	64	.	.
